FBW7 act: FBW7 E3 ligase activators, primary screen, biochemical, AlphaScreen, human; F-box/WD repeat-containing protein 7 (Homo sapiens), Q969H0; AlphaScreen FBW7–phospho-cyclin E peptide binding, activator screen; normalized activity (activation), % at 26.1 µM; 650,000 compounds, 0.13% hits; in the data active = normalized activity above about 1.9%;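 also: purified mutant Fbw7 with reduced substrate affinity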
GPR151 activ: activators of human GPR151, primary screen, cell-based, PathHunter beta-arrestin, luminescence. PathHunter beta-arrestin GPR151 cells. activation, % at 11.2 µM. 650,000 compounds, 1% hits; in the data active = activation above about 4.9%;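 also: 0% = median of compound wells and 100% = cells with positive control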
Target sequence (Q8TDV0 whole entry, looked up): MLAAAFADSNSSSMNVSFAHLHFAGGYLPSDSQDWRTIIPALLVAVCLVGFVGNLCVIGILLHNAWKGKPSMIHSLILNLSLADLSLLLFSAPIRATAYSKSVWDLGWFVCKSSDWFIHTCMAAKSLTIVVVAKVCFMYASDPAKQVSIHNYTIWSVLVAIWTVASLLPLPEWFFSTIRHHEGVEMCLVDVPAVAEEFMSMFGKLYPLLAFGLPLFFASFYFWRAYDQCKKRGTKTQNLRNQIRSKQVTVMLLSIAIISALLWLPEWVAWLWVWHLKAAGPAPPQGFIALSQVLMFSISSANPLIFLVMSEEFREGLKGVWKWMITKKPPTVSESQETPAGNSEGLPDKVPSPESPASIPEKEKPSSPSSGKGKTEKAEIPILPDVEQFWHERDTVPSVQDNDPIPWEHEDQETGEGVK
TEAD-YAP inh: TEAD-YAP interaction inhibition, primary screen, TEAD-YAP interaction inhibitor project, luminescence, HEK-TIYL cells. AID 1259422, 2018. TEAD-Gal4/YAP UAS-luciferase luminescence. inhibition, % at 9.12 µM. 640,000 compounds, 1.4% hits; in the data active = inhibition above about 32%;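 also: 0% = median of test compound wells and 100% = reference inhibitor wells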
MITF primary: MITF inhibitors, primary screen, biochemical, AlphaScreen, human | AlphaScreen MITF homodimerization, bead proximity signal | inhibition, % at 2.6 µM | 650,000 compounds, 0.91% hits | Microphthalmia-associated transcription factor (Homo sapiens), O75030; in the data active = inhibition above about 50%;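 also: 0% = vehicle wells with protein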
Target sequence (O75030 whole entry, looked up): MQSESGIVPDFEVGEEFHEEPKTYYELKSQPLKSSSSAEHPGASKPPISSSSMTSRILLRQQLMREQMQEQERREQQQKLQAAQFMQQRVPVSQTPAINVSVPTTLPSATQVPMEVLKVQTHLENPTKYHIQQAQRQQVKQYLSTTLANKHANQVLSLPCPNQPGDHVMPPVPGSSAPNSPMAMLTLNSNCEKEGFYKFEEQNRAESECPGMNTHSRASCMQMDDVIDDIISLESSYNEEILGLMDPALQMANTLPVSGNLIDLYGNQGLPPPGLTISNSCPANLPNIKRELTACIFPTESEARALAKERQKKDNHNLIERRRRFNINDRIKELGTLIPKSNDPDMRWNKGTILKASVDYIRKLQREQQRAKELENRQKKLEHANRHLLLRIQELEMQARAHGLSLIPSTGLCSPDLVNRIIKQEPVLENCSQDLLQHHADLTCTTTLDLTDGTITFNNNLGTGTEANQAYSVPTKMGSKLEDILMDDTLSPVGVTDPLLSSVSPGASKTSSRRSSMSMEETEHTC
Active calls of the source: *; & = joins results of further samples.

SMILES	FBW7 act	GPR151 activ	TEAD-YAP inh	MITF primary
CC(=O)N1CCOc2cc(S(=O)(=O)NC3CCCCCC3)ccc21	0.2	0.0	12	0
Cc1cc(=O)nc2c3ccccc3n(C(C)C(=O)N3CCOCC3)n12 (centres undefined)	0.0	0.3	-10	-11
COc1ccc(CC(C)N2CCN(c3ncccn3)CC2)cc1 (centres undefined)	0.0	3.6	3	-3
Cc1sc2ncn3c(=O)n(CC(=O)N4CCOCC4)nc3c2c1C	0.1	0.4	-1	-11
CC(CCc1ccccc1)NC(=O)CSc1n[nH]c(N)n1 (centres undefined)	0.0	-1.1	0	11
CN(CC(=O)Nc1ccc(Nc2ccccc2)cc1)S(=O)(=O)c1ccccc1	0.1	0.0	3	7
c1ccc(CCn2nnnc2C(c2cccnc2)N2CCCCC2)cc1 (centres undefined)	-0.2	-1.4	3	-2
CC(=O)N1CCC(N(C(=O)Nc2cccc(C)c2)C(C)C)CC1	-0.1	1.4	-6	3
O=C(N/N=C/c1cccnc1)c1c(O)c2ccccc2[nH]c1=O	0.0	3.2	-3	-4
CC(=O)c1ccc(NC(=O)CSc2nnc(C)c(=O)n2N)cc1	-0.1	1.2	13	2
CN1Cc2ccccc2CC1CNC(=O)CCc1nnc(-c2ccc3c(c2)OCO3)o1 (centres undefined)	0.1	2.1	-7	-16
Cc1cc(S(=O)(=O)NC2CC3CCC2C3)ccc1-n1cnnn1 (centres undefined)	0.9	-1.1	-28	18
O=C(Oc1ccccc1)c1ccc(N2C(=O)C3C4CCC(C4)C3C2=O)cc1 (centres undefined)	-0.1	-1.3	-2	-1
CC(=O)N1CC(C)Sc2cc(S(=O)(=O)NCc3ccccc3)ccc21 (centres undefined)	0.2	0.1	10	4
O=C(O)CC1S/C(=N/N=C/c2cccc(C(F)(F)F)c2)NC1=O (centres undefined)	0.1	-1.3	-4	-20
CCNc1nc(NCCN(C(C)C)C(C)C)c2ncn(Cc3ccc(C(F)(F)F)cc3)c2n1	0.1	-0.3	3	-1
Cc1ccc(Cl)cc1N1CCN(C(=O)Nc2ccccc2)CC1	0.0	1.1	-11	-10
C=CCn1c2ccccc2c2nnc(SCC(=O)NC(C)(C)C)nc21	0.0	-1.2	2	-2
O=C(NC(NCCC12CC3CC(CC(C3)C1)C2)(C(F)(F)F)C(F)(F)F)c1ccc(Cl)cc1	0.2	0.1	-3	9
O=C(NCC1CCCO1)C(C(=O)c1ccc(F)cc1)n1ccccc1=O (centres undefined)	-0.1	-0.3	1	12
Cc1cnc(Nc2ccc3ncccc3c2)nc1Nc1ccccc1	-0.1	0.3	30	-9
Cc1ccc(/C=C2\C(=O)NC(=O)N(Cc3ccccc3)C2=O)cc1	0.2	0.4	-7	17
NC(=O)c1ccc(Nc2ccc([N+](=O)[O-])cc2[N+](=O)[O-])cc1	-0.2	0.3	3	0
Cc1cccc(S(=O)(=O)Nc2ccc(C)c3c2OC(C)(C)C3)c1	0.0	-1.7	-9	-11
O=C(C1CCCCN1S(=O)(=O)c1ccccc1[N+](=O)[O-])N1CCCCC1 (centres undefined)	0.0	0.7	10	11

The final three compounds of the section above open the next one:
SMILES	FBW7 act	GPR151 activ	TEAD-YAP inh	MITF primary
NC(=O)c1ccc(Nc2ccc([N+](=O)[O-])cc2[N+](=O)[O-])cc1	-0.2	0.3	3	0
Cc1cccc(S(=O)(=O)Nc2ccc(C)c3c2OC(C)(C)C3)c1	0.0	-1.7	-9	-11
O=C(C1CCCCN1S(=O)(=O)c1ccccc1[N+](=O)[O-])N1CCCCC1 (centres undefined)	0.0	0.7	10	11
CC(=O)c1cccc(-c2cnc3c(Nc4ccc(N5CCOCC5)cc4)nccn23)c1	0.1	-0.8	17	-4
Cn1ccnc1SCc1cc(=O)c(OC(=O)c2ccc(C(F)(F)F)cc2)co1	-0.1	0.1	9	6
CCCOc1ccc(C(=O)CCC(N)=O)cc1	0.3	0.0	2	7
O=[N+]([O-])c1cccc(S(=O)(=O)N2CCC(c3nc4ccccc4s3)CC2)c1	0.3	-0.4	5	12
COc1ccc(S(=O)(=O)N2CC3C4C=CC(C4)C3C2)cc1 (centres undefined)	0.1	2.3	-1	9
CCOC(=O)CCC(=O)Nc1ccc(S(=O)(=O)NC(C)C)cc1	-0.3	0.4	1	-11
COCCNC(=O)c1ccc(C)cc1Cl	-0.1	0.0	-9	-23
C[C@@H](O)[C@@H]1NC(=O)[C@@H]2C[C@H](NCc3ccccc3)CN2C1=O	0.1	-0.7	15	16
Cc1cc(C)c2nc(SCC(=O)N3CCOCC3)c(C#N)cc2c1	0.1	0.9	-16	4
CCCOC(=O)c1ccc(OCC(O)CN2C(=O)NC(C)(C)C2=O)cc1 (centres undefined)	0.0	1.5	8	2
CC1CCCCN1c1ccc(C(=O)c2ccccc2)cc1F (centres undefined)	-0.1	0.4	-68	-15
C/C(=N/NC(=O)c1cccc(Br)c1)c1ccc(Cl)s1	0.1	-0.3	-10	-2
CCc1ccccc1N1C(=O)NC(=O)/C(=C/c2ccc(O)cc2)C1=O	0.0	-0.1	5	1
O=C(OCC(=O)N1c2ccccc2Sc2ccccc21)c1ccc([N+](=O)[O-])o1	-0.1	2.1	8	3
CCCCOC(=O)c1ccc(NC(=O)COc2ccccc2)cc1	0.0	0.8	-4	12
COCCN1C(=O)N(c2ccc(F)cc2)C(=O)C1CC(=O)Nc1ccc(OC)cc1 (centres undefined)	-0.1	2.3	2	4
Cc1c(Cl)cccc1NC(=O)CN(C)S(=O)(=O)c1ccc2c(c1)CCC(=O)N2	-0.2	0.1	5	13
CCCn1c(CNc2n[nH]c3nc(C)cc(C)c23)nc2ccccc21	0.3	-0.3	7	6
OCCC1CN(Cc2cccn2-c2cccnc2)CCN1CC1CCCCC1 (centres undefined)	0.8	-0.6	-6	7
c1ccc2c(CN3CCc4nncn4CC3)cccc2c1	0.2	-0.3	11	7
CC(C)C(=O)NC(NCc1cccnc1)C(Cl)(Cl)Cl (centres undefined)	0.0	0.4	-5	-5
N#Cc1c(NC(=O)CCSc2ccccc2)sc2c1CCC2	-0.1	-0.2	2	-9
CS(=O)(=O)CCNCc1ccc(-c2ccc3ncnc(Nc4ccc(OCc5cccc(F)c5)c(Cl)c4)c3c2)o1	-0.1&-0.1	-0.5&-0.9	-2	-2&-18
CC(=O)c1cccc(NC(=O)c2ccccc2[N+](=O)[O-])c1	0.1	0.3	0	14
COc1ccc(-c2cnn3c(NCc4ccc(F)cc4)ccnc23)cc1OC	0.0	-0.2	-8	13
Later entries.
SMILES	FBW7 act	GPR151 activ	TEAD-YAP inh	MITF primary
Cc1cccc(NC(=S)N(Cc2ccc(F)cc2)C2CCCCC2)c1	-0.2	-0.1	2	-3
COc1ccc(C2C(C(=O)NCc3cccnc3)c3ccccc3C(=O)N2c2ccc(OC)cc2)cc1 (centres undefined)	0.1	0.7	5	14
O=C(CCc1ccccc1)Nc1ccnn1C1CCN(Cc2ccn[nH]2)CC1	-0.1	-1.1	1	5
COn1c(=O)c(=O)n(O)c2ccccc21	-0.1	0.6	-2	1
O=C(COc1ccc(Cl)cc1)Nc1ccc2ncsc2c1	0.1	0.9	-35	8
CC1=C(C(=O)OCCc2ccccc2)C(c2ccccc2Cl)NC(=O)N1 (centres undefined)	-0.1	4.4	-4	0
O=C(NC1CCCCC1)c1ccccc1C(=O)c1ncc[nH]1	0.3	0.3	6	11
COc1ccc(NC(=O)c2c(C(F)(F)F)nc3ccc(C)cn23)cc1OC	-0.3	-0.9	-3	15
Cc1nc(NCCNC(=O)c2cc3ccccc3oc2=O)cc(-n2cccn2)n1	-0.2	-0.1	0	-3
CC(C)[C@H](Cn1nnc2ccccc21)NC(=O)Cc1n[nH]c(=O)c2ccccc12	0.4	-1.3	7	-21
COC(=O)c1ccc(COc2ccc(-c3ccccc3)cc2)o1	0.8	-0.7	-82	18
COc1ccc(CNC(=O)N2CCC(c3nnc(C(C)C)o3)CC2)cc1	0.8	-0.8	0	4
O=C(NCCN1CCOCC1)c1ccc(NC2=NC3CS(=O)(=O)CC3S2)cc1 (centres undefined)	0.1	1.0	0	-6
Cc1cc(NC(=O)Cn2c(=O)oc3cc(S(=O)(=O)N4CC(C)CC(C)C4)ccc32)no1 (centres undefined)	0.0	-0.5	5	15
CNc1cc(Nc2cccc(C(F)(F)F)c2)ncn1	-0.4	1.8	-18	-1
Cc1ccccc1N1C(=O)c2sc3nc4c(c(=O)n3c2C1=O)CCC4	0.5	-1.6	3	18
O=C(CCC1COc2ccccc2O1)NCc1ccco1 (centres undefined)	-0.1	0.3	-4	5
CCOc1ccc(-n2c3nc(=O)n(C)c(=O)c-3cc3ccccc32)cc1	1.0	-0.6	-2	13
COc1cc(Sc2ccccc2[N+](=O)[O-])ccc1N	-0.3	-0.7	46*	1
Cc1cccc(/C=C/c2nn3c(-c4ccco4)nnc3s2)c1	-0.2	0.5	-4	1
Cc1ccc(C(=O)N/N=C/c2cc(Br)cc([N+](=O)[O-])c2O)cc1	0.0	2.0	-31	21
O=C(CCN1CCOCC1)N/N=C/c1ccc(I)o1	0.2	1.5	-1	-1
CC(=O)c1ccc(NC(=O)Cn2ncc3c(C)n(Cc4ccc(F)cc4)c(C)c3c2=O)cc1	-0.1	-0.5	-5	-11
CCOC(=O)C(C)n1c2ccccc2c2nc(=O)cc(C)n21 (centres undefined)	0.0	-0.5	2	-2
Cn1cnnc1SCC(=O)N1CCOCC1	0.0	0.2	6	-2
More records follow.
SMILES	FBW7 act	GPR151 activ	TEAD-YAP inh	MITF primary
CCOc1ccc(NC(=O)c2ccc(NCCCN3CCN(c4cccc(Cl)c4)CC3)c([N+](=O)[O-])c2)cc1	-0.1	0.8	1	-4
COc1cccc(C2CC(c3cccs3)=NN2C(=O)CSc2nnc(CNC(=O)c3cccc(C)c3)n2-c2ccccc2)c1OC (centres undefined)	-0.1	-0.1	0	0
O=C(NCc1cccnc1)c1ccnc(-c2cccs2)c1	0.0	-0.1	9	51*
COCCn1c(=NC(=O)c2cc(OC)c(OC)c(OC)c2)sc2cc(C(=O)OC)ccc21	0.0	-0.3	-2	13
COc1ccc(-c2nc3n(n2)C(c2ccc(F)cc2)C(C(N)=O)=C(C)N3)cc1 (centres undefined)	0.0	0.4	-7	11
Cc1ccc2nc(NC(=O)CCCN3C(=S)NC(C)(C)CC3C)sc2c1 (centres undefined)	-0.1	3.7	7	-2
CNC(=O)C1CCN(C(=O)N2CC(C)Oc3ccccc32)CC1 (centres undefined)	-0.2	-0.8	10	-5
CNC(=O)c1cccc(NC(=S)NC)c1	0.0	4.9	-2	13
CC(C)(C)C1CCc2c(sc(NC(=O)c3cc(-c4ccccc4)nc4ccccc34)c2C(N)=O)C1 (centres undefined)	0.0	-0.4	8	6
COc1cc2nc(Nc3cnccn3)nc(Nc3ccc4c(c3)OCO4)c2cc1OC	0.2	1.5	7	13
O=C(CN1CCN(C(=O)c2ccc3c(c2)OCO3)CC1)c1cccs1	-0.1	0.8	2	39
O=C(C1CC12CCN(Cc1cnc(-c3ccccc3)s1)CC2)N1CCc2ccccc2C1 (centres undefined)	0.0	1.0	-1	8
CCC(=O)Nc1ccc2nc(SCC(=O)Nc3cccc(C(C)=O)c3)sc2c1	0.7	-1.8	2	20
Cc1ccc2c(c1)N(CC(=O)NCc1ccc(Cl)cc1)C(=O)CO2	-0.1	-0.5	-12	-7
COC(=O)c1c(NC(=O)Cc2ccccc2)sc(C(=O)Nc2ccccc2OC)c1C	0.0	-0.5	2	8
CCC(C)(CC(=O)O)CC(=O)N1CCC2(C1)NCCc1c2[nH]c2ccccc12 (centres undefined)	-0.1	-1.4	6	-9
CCOc1cc(/C=C2/C(=N)N3N=C(C(F)(F)F)SC3=NC2=O)ccc1OCCOc1cc(C)cc(C)c1	0.2	-0.4	18	1
Cc1nc2c(-c3ccc(F)cc3)c(C)nn2c(C)c1CCC(=O)NC(C)C	-0.1	0.5	-3	-3
O=C1NCCN1C(=O)c1cccc([N+](=O)[O-])c1	0.4	-1.1	9	11
Nc1nc(NCCN2CCOCC2)cc(-c2ccc(C(=O)NC3CC3)cc2)n1	0.0	-2.4	-11	5
CCOC1=NN(c2ccc([N+](=O)[O-])cc2)C(=O)/C1=C\c1ccc(OC)cc1OC	-0.1	2.2	2	5

Molecules from the list above containing an aryl thioether with sulfur outside any ring:
SMILES	FBW7 act	GPR151 activ	TEAD-YAP inh	MITF primary
CC(CCc1ccccc1)NC(=O)CSc1n[nH]c(N)n1 (centres undefined)	0.0	-1.1	0	11
CC(=O)c1ccc(NC(=O)CSc2nnc(C)c(=O)n2N)cc1	-0.1	1.2	13	2
C=CCn1c2ccccc2c2nnc(SCC(=O)NC(C)(C)C)nc21	0.0	-1.2	2	-2
Cn1ccnc1SCc1cc(=O)c(OC(=O)c2ccc(C(F)(F)F)cc2)co1	-0.1	0.1	9	6
Cc1cc(C)c2nc(SCC(=O)N3CCOCC3)c(C#N)cc2c1	0.1	0.9	-16	4
N#Cc1c(NC(=O)CCSc2ccccc2)sc2c1CCC2	-0.1	-0.2	2	-9
COc1cc(Sc2ccccc2[N+](=O)[O-])ccc1N	-0.3	-0.7	46*	1
Cn1cnnc1SCC(=O)N1CCOCC1	0.0	0.2	6	-2
COc1cccc(C2CC(c3cccs3)=NN2C(=O)CSc2nnc(CNC(=O)c3cccc(C)c3)n2-c2ccccc2)c1OC (centres undefined)	-0.1	-0.1	0	0
CCC(=O)Nc1ccc2nc(SCC(=O)Nc3cccc(C(C)=O)c3)sc2c1	0.7	-1.8	2	20

Screens: PubChem, The Scripps Research Institute Molecular Screening Center

An unsorted share of the library. About 3.5% of those tested had a hit in this group.
